# Y pestis TopoI = Y. pestis Topo-I inhibition via cleavage products; Y. pestis Topo-I cleavage product accumulation, plate reader; activity, % at 10 µM; actives 0.064% (n = 360,000); AID 504884; in the data active means activity above about 50%, passing the limit was not always enough; inconclusive means no clear call, values can overlap the other calls; further: inactives centre near 2
# Anthrax LF inh2 = inhibitors of Bacillus anthracis lethal factor protease | P15917 | multiplex microsphere protease cleavage assay, LF | inhibition, % at 10 µM | actives 0.12% (n = 360,000); further: plate controls were buffer without enzyme for full effect and enzyme alone for no effect
# Target sequence (P15917 whole entry, looked up): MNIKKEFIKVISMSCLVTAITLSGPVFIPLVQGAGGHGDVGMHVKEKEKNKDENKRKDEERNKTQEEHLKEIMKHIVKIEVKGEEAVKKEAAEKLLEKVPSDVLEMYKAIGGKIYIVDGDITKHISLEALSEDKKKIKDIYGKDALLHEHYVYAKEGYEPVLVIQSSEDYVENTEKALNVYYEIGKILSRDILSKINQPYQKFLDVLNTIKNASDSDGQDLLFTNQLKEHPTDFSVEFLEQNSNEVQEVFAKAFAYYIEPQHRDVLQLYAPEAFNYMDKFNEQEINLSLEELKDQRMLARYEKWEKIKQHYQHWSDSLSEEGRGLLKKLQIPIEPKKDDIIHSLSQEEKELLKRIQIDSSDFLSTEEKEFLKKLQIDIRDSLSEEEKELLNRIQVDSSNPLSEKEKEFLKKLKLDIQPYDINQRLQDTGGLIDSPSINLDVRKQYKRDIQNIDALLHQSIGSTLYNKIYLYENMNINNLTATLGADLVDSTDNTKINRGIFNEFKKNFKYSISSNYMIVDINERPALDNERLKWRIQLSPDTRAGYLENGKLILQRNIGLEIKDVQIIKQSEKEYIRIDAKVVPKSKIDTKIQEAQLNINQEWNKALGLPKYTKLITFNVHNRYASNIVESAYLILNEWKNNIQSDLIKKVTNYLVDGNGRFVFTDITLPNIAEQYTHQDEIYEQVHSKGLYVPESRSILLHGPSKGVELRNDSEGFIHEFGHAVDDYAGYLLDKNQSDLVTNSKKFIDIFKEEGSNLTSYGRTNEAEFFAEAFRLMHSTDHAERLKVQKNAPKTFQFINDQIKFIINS
# BoNT F protease = blocks Botulinum neurotoxin F light chain protease; inhibition, % at 10 µM; AID 588497; Multiplex microsphere protease cleavage assay, flow cytometry; actives 0.22% (n = 360,000); in the data active means inhibition above about 35%, passing the limit was not always enough; inconclusive means no clear call, values can overlap the other calls; further: plate controls were buffer without enzyme for full effect and enzyme alone for no effect
# PfHsp40 rescue = compounds rescuing yeast from Plasmodium falciparum HSP40 toxicity | S. cerevisiae expressing PfHsp40, growth rescue, ATP luminescence | growth rescue, % at 12.5 µM | actives 0.68% (n = 340,000); in the data active means growth rescue above about 28%, passing the limit was not always enough; inconclusive means no clear call, values can overlap the other calls;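 further: yeast W303a lacking pdr1 and pdr3 grown in galactose medium; growth measured after three days at 30 °C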
# FadD28 binding = M. tuberculosis FadD28 bisubstrate binding inhibition; actives 0.22% (n = 360,000); inhibition, % at 12.5 µM; FadD28 bisubstrate probe binding, fluorescence polarization; in the data active means inhibition above about 8.5%, passing the limit was not always enough; inconclusive means no clear call, values can overlap the other calls
# PrPC TRFRET = reduces human prion protein on the cell surface. P04156. cell surface PrPC, TR-FRET read-out. inhibition, % at 13.8 µM. actives 0.43% (n = 370,000). AID 720596; in the data active means inhibition above about 24%; further: 0% = median of the test wells and 100% = reference compound wells
# CCHF vOTU inh = blocks the CCHF virus ovarian tumor domain protease. CCHFV vOTU protease, Pep-AMC fluorescence. inhibition, % at 11.5 µM. actives 0.55% (n = 370,000); in the data active means inhibition above about 30%; further: 0% = vehicle wells with enzyme and 100% = no enzyme wells
# TcdB inh = inhibitors of Clostridioides difficile toxin B glycohydrolase; P18177; TcdB glycohydrolase enzymatic assay, plate reader; inhibition, % at 9.99 µM; actives 0.24% (n = 350,000); AID 652162; in the data active means inhibition above about 10%
# BoNT A protease = inhibitors of Botulinum neurotoxin A light chain protease | actives 0.17% (n = 360,000) | multiplex microsphere protease substrate cleavage, flow cytometry | AID 588499 | inhibition, % at 10 µM; further: plate controls were buffer without enzyme for full effect and enzyme alone for no effect
# * = called active by the depositor; ? = inconclusive; . = no result given; & = joins results of further samples. Unless noted, no stated cut-off is given here; in the data, active means inhibition above about 30%; inconclusive means no clear call, values can overlap the other calls; inactive means below that.
# Start of the listing, in advance (three entries):
item	Molecule	Y pestis TopoI	Anthrax LF inh2	BoNT F protease	PfHsp40 rescue	FadD28 binding	PrPC TRFRET	CCHF vOTU inh	TcdB inh	BoNT A protease
1	CCCCSC(=O)Nc1ccccc1	-7.3	-0.5	-6.4	-0.2	-3.2	7.5	13.0	.	0.0
2	CC(OC(=O)Cc1coc2ccc3ccccc3c12)C(=O)Nc1ncc(Cl)cc1Cl (stereo not given)	14.9	-1.5	-1.7	0.8	-4.8	-0.8	1.9	.	1.6
3	C[C@@H]1CN([C@@H](C)CO)S(=O)(=O)c2ccc(C#CC(C)(C)O)cc2O[C@H]1CN(C)C(=O)C1CCCCC1	15.6	8.0	-1.1	.	-2.2	-0.7	-0.3	0.6&0.9	0.4

# Results, repeating the preview:
item	Molecule	Y pestis TopoI	Anthrax LF inh2	BoNT F protease	PfHsp40 rescue	FadD28 binding	PrPC TRFRET	CCHF vOTU inh	TcdB inh	BoNT A protease
1	CCCCSC(=O)Nc1ccccc1	-7.3	-0.5	-6.4	-0.2	-3.2	7.5	13.0	.	0.0
2	CC(OC(=O)Cc1coc2ccc3ccccc3c12)C(=O)Nc1ncc(Cl)cc1Cl (stereo not given)	14.9	-1.5	-1.7	0.8	-4.8	-0.8	1.9	.	1.6
3	C[C@@H]1CN([C@@H](C)CO)S(=O)(=O)c2ccc(C#CC(C)(C)O)cc2O[C@H]1CN(C)C(=O)C1CCCCC1	15.6	8.0	-1.1	.	-2.2	-0.7	-0.3	0.6&0.9	0.4
4	CN1C(=O)CC2(CC(=O)N(Cc3ccccc3)C2)C1=O (stereo not given)	2.3	-2.7	-13.0	0.0	-1.2	-5.0	5.0	.	-0.6
5	Cc1c(NC(=O)C2(c3ccccc3)CCOCC2)c(=O)n(-c2ccccc2)n1C	5.0	1.4	-6.4	-0.9	-2.3	2.0	1.8	.	-0.9
6	Cc1cc(C)n2nc(C(=O)OCC(=O)N(CCC#N)c3ccc(F)cc3)nc2n1	-9.8	.	.	-0.2	-0.7	3.9	-2.7	0.9	.
7	CCN(CCO)Cc1csc2ccccc12	-1.3	-1.9	-12.4	1.2	-0.7	3.4	-7.7	0.5	-1.6
8	NC(Cc1ccc(O)cc1)C(=O)NN=Cc1ccc(N(CCCl)CCCl)cc1 (stereo not given)	-8.5	-3.9	-13.6	-0.5	-4.3	9.9	0.8	-1.7	0.1
9	CC(C)(C)C(=O)[C@@H]1[C@@H]2C(=O)N(c3ccc4c(c3)OCCO4)C(=O)[C@@H]2C2c3ccccc3C=CN21 (stereo not given in full)	-13.3	-1.0	3.5	-0.5	1.8	-0.1	53.5*	.	1.2
10	COc1cccc(-c2cnc(C(O)c3ccc(Cl)c(F)c3)[nH]2)c1 (stereo not given)	-4.1	-1.9	-5.3	.	-0.7	1.5	-2.7	0.7	-0.2
11	CCCC(=O)Nc1ccc(NC(=O)CCc2ccccc2)cn1	5.1	-4.7	15.9	-1.9	0.3	5.9	3.7	.	1.2
12	O=C(CN1CCN(C(=O)C2CCN(C(=O)/C=C/c3ccccc3)CC2)CC1)Nc1ccc(F)cc1	27.8	0.9	2.7	-0.4	-0.2	5.2	7.3	1.7	0.0
13	CCCCNC(=O)C(NC(=O)c1cccnc1)C(=O)c1ccccc1 (stereo not given)	.	-3.5	9.0	.	-2.0	8.2	3.0	-1.4	-0.6
14	CC(C)[C@H](NC(=O)OCc1ccccc1)C(=O)OCc1ccccc1	58.9*	-1.3	-4.4	1.0	0.2	4.8	27.2	-3.9	-1.6
15	COCCn1nnnc1C(c1cccs1)N1CCN2CCCC2C1 (stereo not given)	-5.3	-3.0	-2.3	-2.3	-2.8	6.3	-2.9	0.4	0.6
16	C=CCN(CC=C)C(=O)Nc1cc(Cl)ccc1OC	5.4	-1.5	-2.7	0.3	-1.5	-1.0	2.1	.	-0.6
17	Cc1ccc(-c2cc(Cc3cccs3)c(=O)[nH]n2)cc1	-6.7	.	.	0.5	-0.7	0.1	-1.1	0.4	.
18	CCCC(C(=O)NC1CCCCC1)N(Cc1ccco1)C(=O)CNS(=O)(=O)c1ccccc1 (stereo not given)	-1.2	-1.3	-0.3	0.2	-1.6	-5.6	8.0	.	0.2
19	Cc1csc(CNC(=O)C2CCC(=O)N(CCc3cccc(F)c3)C2)n1 (stereo not given)	2.3	-1.6	3.7	-0.7	-3.1	3.3	17.5	1.7	1.0
20	N#Cc1nc(COc2cccc(Cl)c2)oc1NCc1ccco1	5.3	-7.1	-3.1	-0.7	-3.2	5.7	3.1	-0.7	-0.8
21	CCn1c(SCC(=O)c2ccccc2)nnc1-c1cccs1	-2.6	-3.3	-6.8	0.2	-3.9	-5.5	3.3	.	0.7
22	Cc1ccc(-c2nnn(CC(=O)N(Cc3cccs3)C(C(=O)NCC3CCCO3)c3ccco3)n2)o1 (stereo not given)	6.1	-1.1	-4.9	0.3	-0.6	8.1	0.8	.	0.0
23	Cc1cccc(NC(=O)C(=O)NCC2CCCN2S(=O)(=O)c2cccs2)c1 (stereo not given)	7.3	-4.1	0.0	.	0.9	12.0	11.7	-3.7	-0.1
24	CC(CCc1ccccc1)NC(=O)CNC(=O)COc1ccccc1 (stereo not given)	0.1	4.8	5.3	1.7	-2.7	4.2	3.2	1.1	0.3

# A draw from above in order of formula weight, ascending:
item	Molecule	Y pestis TopoI	Anthrax LF inh2	BoNT F protease	PfHsp40 rescue	FadD28 binding	PrPC TRFRET	CCHF vOTU inh	TcdB inh	BoNT A protease
16	C=CCN(CC=C)C(=O)Nc1cc(Cl)ccc1OC	5.4	-1.5	-2.7	0.3	-1.5	-1.0	2.1	.	-0.6
17	Cc1ccc(-c2cc(Cc3cccs3)c(=O)[nH]n2)cc1	-6.7	.	.	0.5	-0.7	0.1	-1.1	0.4	.
21	CCn1c(SCC(=O)c2ccccc2)nnc1-c1cccs1	-2.6	-3.3	-6.8	0.2	-3.9	-5.5	3.3	.	0.7
20	N#Cc1nc(COc2cccc(Cl)c2)oc1NCc1ccco1	5.3	-7.1	-3.1	-0.7	-3.2	5.7	3.1	-0.7	-0.8
19	Cc1csc(CNC(=O)C2CCC(=O)N(CCc3cccc(F)c3)C2)n1 (stereo not given)	2.3	-1.6	3.7	-0.7	-3.1	3.3	17.5	1.7	1.0
22	Cc1ccc(-c2nnn(CC(=O)N(Cc3cccs3)C(C(=O)NCC3CCCO3)c3ccco3)n2)o1 (stereo not given)	6.1	-1.1	-4.9	0.3	-0.6	8.1	0.8	.	0.0

# Later entries
item	Molecule	Y pestis TopoI	Anthrax LF inh2	BoNT F protease	PfHsp40 rescue	FadD28 binding	PrPC TRFRET	CCHF vOTU inh	TcdB inh	BoNT A protease
25	CC(=O)Nc1ccc(S(=O)(=O)NNC(=O)COc2ccc(C(C)(C)C)cc2)cc1	-14.9	-0.4	-15.9	1.0	-4.0	-8.9	4.1	.	0.1
26	COc1cc(/C=N/Nc2nc(=O)[nH]nc2C)cc([N+](=O)[O-])c1O	4.2	-9.6	2.1	-1.2	0.8	-4.7	4.2	1.6	-0.4
27	CC(NCCc1ccc(O)cc1)C(O)c1ccc(O)cc1 (stereo not given)	-6.4	0.0	-1.5	1.4	-0.5	2.7	-7.3	0.1	0.9
28	CNC(=S)NNC(=O)c1cccs1	3.1	2.4	?	-1.6	-0.7	9.5	-10.6	0.5	?
29	O=S(=O)(c1ccc(Cl)cc1)N1Cc2cc(Br)ccc2-n2nncc2C1	.	0.9	1.3	.	0.2	2.1	-4.2	-0.4	0.1
30	CC(C)C[C@H]1CN=C(Nc2ccccc2)N1CC1CCC(C(C)(C)C)CC1 (stereo not given in full)	12.2	-5.1	-13.9	-1.3	-5.4	.	.	.	-0.3
31	COC(=O)c1cnn(-c2nc3c(C)cccc3s2)c1C	8.5	-3.0	1.0	0.6	-0.9	-7.1	-5.2	.	-0.1
32	Cc1cc(C)cc(C(=O)Nc2nnc(SCC(=O)NCC3CCCO3)s2)c1 (stereo not given)	4.9	-3.7	11.0	-1.2	-0.3	3.6	-3.5	1.6	0.1
33	CCc1nc2ccc(C(=O)Nc3nnc(C)s3)cc2nc1CC	0.8	-5.8	-1.2	-2.1	0.5	0.1	-4.8	1.7	-0.5
34	CCOC(=O)CSc1nnc(Cc2ccccc2)n1Cc1ccco1	6.0	0.7	12.0	0.0	-0.2	6.7	-4.3	.	0.7
35	COc1ccc(C(=O)NCC(=O)N/N=C/c2ccc([N+](=O)[O-])s2)cc1OC	-3.6	-0.9	-16.3	1.3	0.5	-68.7	-1.5	0.0	-3.0
36	COc1ccc(Cl)cc1S(=O)(=O)N(C)CC(=O)N1CCOCC1	4.6	-0.7	0.7	0.5	-0.5	-6.9	0.8	0.7	1.0
37	O=C(O)CNC(=S)N(Cc1ccccc1)Cc1cccs1	-3.6	-1.6	3.8	-0.2	-1.5	-0.8	7.5	0.5	-1.3
38	COc1ccc(S(=O)(=O)Nc2cccc3c2O[C@H](CN(C)C(=O)Nc2ccc4c(c2)OCO4)[C@@H](C)CN([C@H](C)CO)C3=O)cc1	5.4	-10.6	-1.9	1.1	1.3	1.4	-3.9	0.7&1.3	0.3
39	COc1cc(C(=O)N(Cc2cc3cc(C)ccc3[nH]c2=O)CC2CCCO2)cc(OC)c1OC (stereo not given)	5.9	0.4	3.2	-0.4	-1.2	0.0	1.0	.	0.1
40	NC(=O)N1CCN(C(=O)c2ccco2)CC1	-4.2	-2.5	1.9	0.1	-2.4	-1.0	-12.3	.	-1.4
41	COC(=O)Cc1c(C)c2ccc(OCC(=O)NC3CCS(=O)(=O)C3)cc2oc1=O (stereo not given)	3.7	-2.0	2.5	-0.3	-0.9	-2.5	-64.7	-0.2	1.5
42	O=C(NN=C1CCCCCC1)c1c[nH]c2ccccc12	1.4	0.9	-4.4	-0.8	-3.2	1.0	-0.1	.	-0.2
43	Cc1ccccc1NP1(=O)OCCCN1Cc1ccccc1Cl (stereo not given)	13.8	-2.6	-2.2	0.4	-6.6	-4.9	10.8	0.7	0.4
44	O=C(NCCO)C(=O)NCC1CCCN1S(=O)(=O)c1cccs1 (stereo not given)	-4.3	4.5	-13.7	-0.8	-3.9	3.3	-3.5	2.0	-4.5
45	O=c1c2ccccc2n2nnnc2n1-c1ccccc1	1.4	-12.1	-7.2	0.8	-1.9	1.1	5.2	.	-0.5
46	CCNc1nc(Oc2ccc(=O)n(-c3ccccc3)n2)nc(N(C)C)n1	6.9	2.8	8.0	-0.1	-2.8	8.1	-2.1	.	0.3
47	Cc1cc(C)n2c(=O)[nH]nc2c1	-1.2	1.3	3.4	-0.7	1.3	-7.2	-5.0	1.2	0.4
48	CC(=NCCC1=CCCCC1)c1c(O)n(-c2ccccc2)c(=O)[nH]c1=O	14.9	?	-37.0	.	-3.6	6.3	7.5	1.3	-6.5
49	O=C(CSC1=NCCS1)Nc1ccc2ccccc2c1	7.9	0.1	-0.6	0.4	0.1	3.1	5.6	0.6	0.3
50	O=C(CN1C(=O)C2(OCCO2)c2ccccc21)c1ccc(Br)cc1	-6.5	-3.2	-0.3	-0.5	-2.8	.	.	1.0	1.1
51	CCC(=O)N1CCc2cc(S(=O)(=O)NC(C(=O)Nc3cccc(C)n3)C(C)C)ccc21 (stereo not given)	-11.1	-1.8	4.0	-1.2	-2.5	-5.0	-39.3	.	-0.9
52	O=C(Nc1cc(S(=O)(=O)N2CCCCC2)ccc1Cl)C1=NN(c2ccccc2)C(=O)CC1	5.2	-0.4	-0.1	0.9	-0.1	2.1	6.7	0.1	0.7
53	CC1C(=O)Nc2ccccc2N1C(=O)c1c(F)cccc1F (stereo not given)	7.4	9.4	4.4	-0.2	.	-1.8	1.7	2.2	-1.5
54	O=C(Nc1ccc(F)c(Cl)c1)C1Cc2c(-c3ccco3)ccnc2O1 (stereo not given)	-0.3	7.8	-10.5	.	-1.6	-0.7	2.3	0.6	0.4
55	O=C(Cc1ccc(S(=O)(=O)N2CCOCC2)s1)N1CCN(S(=O)(=O)c2cccc([N+](=O)[O-])c2)CC1	3.8	0.5	10.7	-1.4	-2.3	-10.0	-1.0	1.7	1.7

# From PubChem

# Compounds were not picked by outcome (roughly 2.3% active in at least one column).
